Screening results: PubChem BioAssay, several laboratories
SKKanGAS inh = S. pyogenes SKKanGAS growth inhibitors in kanamycin, primary screen, streptokinase expression inhibitor project, SKKanGAS strain, BacTiter-Glo luminescence; 6 h; inhibition, % at 7.5 µM; 300,000 tested, 1.3% active;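 active means mean replicate score, as percent of positive control median, at least 50; inconclusive means mean below 50 but one replicate at or above 50; inactive means mean and every replicate below 50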;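 further: strain carries kanamycin resistance gene driven by streptokinase promoter and grows in 40 µg/ml kanamycin; loss of luminescence reflects streptokinase promoter inhibition or plain growth inhibition; 0% = median of DMSO wells and 100% = positive control at its reference dose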
aSyn 5UTR inh = MLPCN primary screen, SNCA 5' untranslated region | alpha-synuclein 5'UTR reporter, inhibitor activity | inhibition, % (tested at 7.5 µM) | 300,000 tested, 0.82% active | AID 1813, 2009; in the data active means inhibition above about 60%; inconclusive means no clear call, values can overlap the other calls;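 further: H4 neuroglioblastoma cells stably carrying SNCA 5'UTR luciferase fusion; 0% = DMSO wells and 100% = positive control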
IEC-6 cytotox = cytotoxicity in IEC-6 intestinal epithelial cells, primary screen, cytotoxicity control for KLF5 inhibitor project, cell-based, luminescence; IEC-6 cytotoxicity, luminescence viability; 290,000 tested, 0.78% active; inhibition, % at 5 µM; in the data active means inhibition above about 22%;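 further: 0% = plate median of test compound wells and 100% = cytotoxic reference compound wells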
TRPC4 potent = positive allosteric modulators of TRPC4, primary screen, cell-based, mouse TRPC4beta, HEK293 mu-opioid, Fluo-4 calcium; Short transient receptor potential channel 4 (Mus musculus), Q9QUQ5; AID 2227, 2009; B-score at 10 µM; DAMGO EC20, Fluo-4 Ca2+ flux; stronger effect = higher value; 310,000 tested, 0.42% active;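 active means B-score of calcium response area above 5 SD of library B-scores, with initial fluorescence ratio within 5 SD of library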;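 further: B-score of integrated fluorescence ratio over time as area under calcium response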
TRPC4 act = activators of mouse TRPC4 channel, primary screen, Fluo4 calcium, HEK293 TRPC4beta/mu-opioid cells; Short transient receptor potential channel 4 (Mus musculus), Q9QUQ5; Fluo4 calcium fluorescence; stronger effect = higher value; B-score at 10 µM; 310,000 tested, 0.49% active;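 active means B-score above 5 SD of library B-scores, and initial fluorescence ratio not above library mean plus 5 SD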;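 further: positive B-score marks a calcium rise read as TRPC4 activation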
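Technique: kinetic Fluo4 calcium fluorescence; Test system: TRPC4beta and mu-opioid receptor HEK293 stable cells; Measure: B-scored integrated calcium fluorescence ratio; Benchmarks: low control buffer alone, high control maximal DAMGO; Schedule: 45 min room-temperature Fluo4 loading, 110 s read.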
KLF5 inhibitor = KLF5 expression inhibitors, primary screen, DLD-1 cells, luminescence; 290,000 tested, 0.23% active; DLD-1 KLF5 promoter-luciferase reporter; inhibition, % at 5 µM;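 active means inhibition above a per-plate limit of that plate's mean compound inhibition plus 3 SD, cut at about 60% in these data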;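 further: 0% = DMSO wells and 100% = LY294002 at 200 µM; higher means less KLF5 promoter-driven luciferase light; inactives centre near -14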
TRPC6 inh = mouse TRPC6 channel inhibitors, primary screen, cell-based, HEK293, membrane potential dye; Short transient receptor potential channel 6 (Mus musculus), Q61143; ACh-evoked depolarization; stronger effect = lower value; B-score at 10 µM; 310,000 tested, 1.1% active; AID 2553, 2010;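 active means B-score under library mean minus 3 SD, initial fluorescence not abnormally high, positive integrated signal ratio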;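 further: B-score derived from integrated fluorescence ratio over the kinetic read; more negative B-score means stronger inhibition of depolarization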
Target sequence (Q61143 whole entry, looked up): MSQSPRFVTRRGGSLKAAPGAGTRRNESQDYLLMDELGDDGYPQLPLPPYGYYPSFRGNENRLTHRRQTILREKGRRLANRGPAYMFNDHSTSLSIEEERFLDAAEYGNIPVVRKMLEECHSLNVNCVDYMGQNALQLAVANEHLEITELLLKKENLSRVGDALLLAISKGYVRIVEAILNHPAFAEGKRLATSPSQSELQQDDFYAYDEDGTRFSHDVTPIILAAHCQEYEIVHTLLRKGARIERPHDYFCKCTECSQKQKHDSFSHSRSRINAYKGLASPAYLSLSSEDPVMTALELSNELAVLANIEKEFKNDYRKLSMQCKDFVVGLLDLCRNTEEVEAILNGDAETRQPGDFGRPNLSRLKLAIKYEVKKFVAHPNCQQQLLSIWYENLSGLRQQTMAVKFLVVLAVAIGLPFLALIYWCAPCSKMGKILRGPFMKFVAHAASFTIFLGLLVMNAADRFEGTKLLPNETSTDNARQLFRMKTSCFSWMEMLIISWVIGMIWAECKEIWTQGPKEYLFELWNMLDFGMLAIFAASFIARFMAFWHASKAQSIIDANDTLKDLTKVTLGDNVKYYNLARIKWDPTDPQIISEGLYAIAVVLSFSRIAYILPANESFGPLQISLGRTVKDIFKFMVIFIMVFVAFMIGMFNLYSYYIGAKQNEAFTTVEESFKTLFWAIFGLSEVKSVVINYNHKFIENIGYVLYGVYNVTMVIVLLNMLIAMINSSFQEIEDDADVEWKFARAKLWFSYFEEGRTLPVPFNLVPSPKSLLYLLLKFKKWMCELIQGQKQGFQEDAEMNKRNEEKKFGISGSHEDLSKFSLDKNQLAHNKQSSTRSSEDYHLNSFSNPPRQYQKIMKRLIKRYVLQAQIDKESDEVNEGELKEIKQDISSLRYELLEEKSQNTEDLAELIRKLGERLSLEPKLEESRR
HIF act = HIF pathway transcriptional activators, primary screen, cell-based, U2OS HRE-luciferase, luminescence; U2OS HRE-luciferase reporter; normalized: DMSO 0%, desferrioxamine 100%; activation, % at 7.5 µM (by protocol); 300,000 tested, 0.32% active;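 active means mean activation of at least 10% of the iron chelator positive control signal, with at least half of replicates also reaching 10%; inconclusive means mean and replicate majority disagree about reaching 10%; inactive means mean and most replicates under 10%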
TRPC4 block = inhibitors of mouse TRPC4 channel, primary screen, Fluo4 calcium, HEK293 TRPC4beta/mu-opioid cells; Short transient receptor potential channel 4 (Mus musculus), Q9QUQ5; DAMGO-evoked Fluo4 calcium flux; stronger effect = lower value; B-score at 10 µM; 300,000 tested, 0.39% active; AID 2247, 2010;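 active means B-score over 3 SD under the library average, no early fluorescence shift, positive overall ratio signal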
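Assay system: TRPC4beta/mu-opioid receptor HEK293 cell line; compound dosing: single concentration per test compound; detection: Fluo4 Ca2+ flux fluorescence; evaluation: per-well B score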
TRPC6 act = mouse TRPC6 channel activators, primary screen, cell-based, HEK293, membrane potential dye. Short transient receptor potential channel 6 (Mus musculus), Q61143. HEK293-TRPC6 membrane potential dye fluorescence; stronger effect = higher value. B-score at 10 µM. 310,000 tested, 0.13% active. AID 2550, 2010;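 active means B-score of the integrated fluorescence ratio above library mean plus 3 SD, and starting fluorescence ratio within library mean plus 5 SD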;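 further: higher score means more depolarization so channel activation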
MrgX1 antagonist = antagonists of human MrgX1 receptor, primary screen, HEK293 cells, Fluo-4 calcium flux; Mas-related G-protein coupled receptor member X1 (Homo sapiens), Q96LB2; BAM8-22 antagonism; stronger effect = lower value; B-score at 10 µM; 310,000 tested, 1.3% active; AID 588676, 2011;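 active means calcium-response B-score plate-corrected more than 3 library SD below zero, starting fluorescence within 5 deviations, no agonist response on first addition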;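 further: peak minus trough fluorescence over baseline after final BAM8-22 challenge near maximal dose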
An asterisk follows results filed as active; i = inactive; u = inconclusive; x = not tested or not shown. Random draw from the library. Share with any hit: about 5.8%.

SMILES	SKKanGAS inh	aSyn 5UTR inh	IEC-6 cytotox	TRPC4 potent	TRPC4 act	KLF5 inhibitor	TRPC6 inh	HIF act	TRPC4 block	TRPC6 act	MrgX1 antagonist
O=C(/C=C/Nc1ccc(F)c(F)c1)c1cccs1	-0.1	-374.4	4.2	i	i	-31.8	i	3.5	i	i	i
Cc1ccc(C)c(Nc2ncnc3nc[nH]c23)c1	-3.0	10.5	-6.0	i	i	-26.9	i	0.1	i	i	i
CC(=O)c1ccc(NC(=O)c2ccc(S(=O)(=O)N3CCCC3)cc2)cc1	0.9	15.0	4.4	i	i	-18.0	i	-0.3	i	i	i
CC(=O)c1ccc(N2CCN(C(=O)Nc3ccc(F)cc3F)CC2)cc1	5.4	5.1	2.3	i	i	-13.1	i	-0.5	i	i	i
COC(=O)c1c(C)nc(C)c(C(=O)OC)c1-c1ccc(OC)cc1	-2.4	x	-3.3	i	i	-21.6	i	x	i	i	i
CN(C)CCN(Cc1cccs1)S(=O)(=O)c1csc(C(N)=O)c1	-12.0	12.1	1.1	i	i	-25.3	i	-0.6	i	i	i
CCOC(=O)C1CCCN(S(=O)(=O)CCNC(=O)c2ccccc2)C1 (stereo not drawn)	0.8	12.1	x	i	i	x	i	0.1	i	i	i
COC(=O)c1ccccc1NC(=O)C(=O)NCC1CCCO1 (stereo not drawn)	3.9	-37.2	-6.6	i	i	-31.3	i	0.1	i	i	i
O=C(NCCCN1CCCC1=O)c1cccc(C(F)(F)F)c1	6.4	-0.6	-3.7	i	i	-19.1	i	0.0	i	i	i
Cc1ccc(-c2[nH]n3c(=O)c4c(nc3c2C)CCCC4)cc1	0.5	-74.9	-1.2	i	i	-23.6	i	1.3	i	i	i
COc1cc(NC(=O)CSc2nc3ccccc3c(=O)n2C)ccc1NC(=O)c1ccco1	-6.3	-5.3	1.0	i	i	-7.6	i	-0.1	i	i	i
Cc1cc(=O)c2ccccc2n1Cc1ccccc1	21.1	3.1	-1.7	i	i	-15.0	i	-0.5	i	i	i
CCc1nc(SCC(=O)NCc2ccco2)c2c(=O)n(C)c(=O)n(C)c2n1	0.0	19.5	-6.3	i	i	20.3	i	-0.2	i	i	i
Cc1ccc([N+](=O)[O-])c2c1C(N1CCCCC1)C(C)(C)O2 (stereo not drawn)	5.5	10.0	0.8	i	i	20.0	i	0.3	i	i	i
O=S(=O)(Nc1cccc2cccnc12)c1ccccc1	u	29.2	102.5*	i	i	10.4	i	1.1	i	i	i
NC(=O)CCSC(=S)N1CCOCC1	2.5	-12.0	0.1	i	i	1.5	i	-0.7	i	i	i
O=C1C2C3C=CC(c4ccccc4)(C2C(=O)N1c1cccc(Cl)c1)C1C(=O)N(c2cccc(Cl)c2)C(=O)C31 (stereo not drawn)	8.5	-2.9	-8.6	i	i	-15.6	i	-0.2	i	i	i
COc1cnc(SCc2ccc(Cl)cc2Cl)nc1Cl	32.1	-1.4	-0.4	i	i	-11.9	i	-3.2	i	i	i
CCOc1cc(/C=C2\SC(N3CCCCC3)=NC2=O)ccc1O	2.1	-75.9	-6.4	i	i	-41.4	i	3.6	i	i	i
Cc1ccc(/C=N/NC(=O)CN2C(=O)CSc3ccccc32)o1	-11.1	28.7	-1.9	i	i	-14.8	i	-0.6	i	i	i
O=C(NNC(=O)c1cc2ccccc2cc1O)Nc1ccc(Br)cc1	11.1	-3.2	-8.9	i	i	-19.1	i	0.2	i	i	i
CCn1nc(C)c(Br)c1-c1nc(CS(=O)(=O)c2ccsc2)no1	-4.5	-8.4	-1.4	i	i	-7.8	i	0.6	i	i	i
N/C(=N\OS(=O)(=O)c1ccc(Cl)cc1)c1ccncc1	-5.0	12.2	2.0	i	i	-7.3	i	0.0	i	i	i
CSc1nsc(/C=C/Nc2ccc(C)cc2)c1C#N	13.2	17.8	-3.2	i	i	-11.2	i	-0.1	i	i	i
CSc1ccccc1OCc1cc(C(=O)N2CCN(c3ccccc3)CC2C)no1 (stereo not drawn)	31.6	-107.8	0.4	i	i	-118.8	i	2.7	i	i	i
CNC(=O)C1CC(=O)N(c2ccc(C)cc2)C1 (stereo not drawn)	-2.3	x	0.4	i	i	5.4	i	x	i	i	i
N#Cc1ccc(/C=C/C(=O)c2ccc3c(c2)OCO3)cc1	10.8	-15.0	2.9	i	i	-6.2	i	0.6	i	i	i
CC(=O)Nc1cccc(-n2nnc(SCC(=O)N(C)c3ccccc3)n2)c1	-5.3	-10.0	-2.7	i	i	-12.7	i	-0.1	i	i	i
O=C(N/N=C/c1ccncc1)c1cc(Br)ccc1OCc1ccccc1	8.7	25.5	-2.5	i	i	-16.3	i	-0.2	i	i	i
CCOc1cc(CNc2ccc3[nH]c(=O)[nH]c3c2)ccc1OCC(=O)NC(C)(C)C	-0.9	1.6	0.7	i	i	-11.2	i	0.3	i	i	i
COc1cc(C(=O)C(=O)c2cc(OC)c(O)c(OC)c2)cc(OC)c1O	2.3	-1.3	-2.1	i	i	-6.2	i	-0.1	i	i	i
CC1CCC(=NNC(=O)Cc2cccn2C)CC1 (stereo not drawn)	-0.7	-21.7	-0.3	i	i	-14.5	i	0.0	i	i	i
Cc1cccc(Nc2nc(N)c([N+](=O)[O-])c(NCc3ccccc3)n2)c1	11.5	14.5	-8.0	i	i	-20.9	i	-0.2	i	i	i
COc1ccc(C(c2nnnn2CCc2ccccc2)N2CCN(C3CCCC3)CC2)cc1OC (stereo not drawn)	-0.4	-8.1	-5.5	i	i	-9.8	i	-1.8	i	i	i
CC1(Cc2cn(CCC#N)c3ccccc23)OCCO1	-0.3	-5.9	0.0	i	i	-31.8	i	-1.6	i	i	i
COc1cccc(C(=O)Nc2ccc3c(c2)C(=O)NC3=O)c1	-1.8	-4.4	7.1	i	i	-13.4	i	-0.2	i	i	i
CCOc1cc(S(=O)(=O)NCc2ccc3c(c2)OCO3)c(C)cc1C	8.8	-1.5	4.2	i	i	-31.9	i	-0.3	i	i	i
Cc1cc(C)nc(NC(=O)c2cccc(Cl)c2)n1	-11.3	-1.5	0.7	i	i	11.4	i	0.4	i	i	i
Cc1noc(C)c1COc1ccccc1C(=O)NCCc1ccc(S(N)(=O)=O)cc1	-4.6	14.1	3.8	i	i	-23.0	i	-0.5	i	i	i
O=C(CSc1nc(-c2ccco2)cc(C(F)(F)F)n1)NC1CCCCCCC1	6.0	40.6	3.8	i	i	0.6	i	0.2	i	i	i
COc1cc(OC)cc(C(=O)Nc2nc(CC(=O)NCCc3ccccc3)cs2)c1	25.7	-22.4	x	i	i	x	i	1.3	i	i	i
Cc1ccc2c(CN3C(=O)NC4(CCCCC4)C3=O)cc(=O)oc2c1C	-12.9	-25.0	8.0	i	i	-8.5	i	0.7	i	i	i
CCCc1nnc(NC(=O)c2c(O)c3cccc4c3n(c2=O)CCC4)s1	87.3*	52.2	x	i	i	x	i	0.1	i	i	i
CCn1c(SCC(=O)c2ccc3ccccc3c2)nnc1-c1ccco1	12.0	23.5	-5.6	i	i	-8.3	i	-1.0	i	i	i
COCCCn1c(-c2cccs2)nc2nc3ccccc3nc21	9.9	-6.0	-2.5	i	i	-2.6	i	-0.2	i	i	i

Random excerpt: 3 compounds from above
SMILES	SKKanGAS inh	aSyn 5UTR inh	IEC-6 cytotox	TRPC4 potent	TRPC4 act	KLF5 inhibitor	TRPC6 inh	HIF act	TRPC4 block	TRPC6 act	MrgX1 antagonist
CC(=O)Nc1cccc(-n2nnc(SCC(=O)N(C)c3ccccc3)n2)c1	-5.3	-10.0	-2.7	i	i	-12.7	i	-0.1	i	i	i
COc1ccc(C(c2nnnn2CCc2ccccc2)N2CCN(C3CCCC3)CC2)cc1OC (stereo not drawn)	-0.4	-8.1	-5.5	i	i	-9.8	i	-1.8	i	i	i
CC(=O)c1ccc(NC(=O)c2ccc(S(=O)(=O)N3CCCC3)cc2)cc1	0.9	15.0	4.4	i	i	-18.0	i	-0.3	i	i	i

Continuation.
SMILES	SKKanGAS inh	aSyn 5UTR inh	IEC-6 cytotox	TRPC4 potent	TRPC4 act	KLF5 inhibitor	TRPC6 inh	HIF act	TRPC4 block	TRPC6 act	MrgX1 antagonist
Cc1ccc(-c2nnc(N3CCN(C(=O)CN4C(=O)c5ccccc5C4=O)CC3)c3ccccc23)cc1	9.2	9.1	-2.3	i	i	11.2	i	-0.4	i	i	i
O=C(CCS(=O)(=O)c1ccc(Cl)cc1)NCCC1=CCCCC1	-0.3	-3.6	-0.4	i	i	-15.3	i	-0.3	i	i	i
O=C(NN=C1CCN(Cc2ccccc2)CC1)c1ccccc1	2.1	-87.9	8.3	i	i	-49.6	i	0.8	i	i	i
Cc1ccc(N(CC(=O)NC2CCCCC2C)S(=O)(=O)c2c(C)noc2C)cc1 (stereo not drawn)	-1.2	8.6	-0.1	i	i	-3.7	i	0.3	i	i	i
O=C(CSc1ccc(-c2ccncc2)nn1)N1CCCCC1	-1.9	8.3	-0.9	i	i	-16.3	i	-0.8	i	i	i
CC(=O)c1ccc(OCc2cc(C(=O)N3CCC(Oc4ccccc4C)CC3)no2)cc1	4.8	-182.5	10.5	i	i	-77.5	i	0.0	i	i	i
O=C(NNC(=O)C1CCC1)c1ccccc1F	-6.3	2.7	x	i	i	x	i	-0.2	i	i	i
Cc1cc(C)n2nc(SCC(=O)c3cccs3)nc2n1	1.1	10.9	4.6	i	i	-6.0	i	0.5	i	i	i
NNC(=O)c1cc(Cl)ccc1Cl	3.7	-25.7	-0.2	i	i	4.4	i	-0.3	i	i	i
